Screens deposited in PubChem by several laboratories.
Cardiac RTF inh = cardiac RTF calcium sensitivity inhibitors, primary screen, biochemical, IANBD-TnC fluorescence, EC70 calcium. Troponin I, cardiac muscle (Homo sapiens) + Troponin T, cardiac muscle (Homo sapiens) + …. IANBD-labeled cardiac RTF, Ca2+ fluorescence. inhibition, % at 7.15 µM. 340,000 tested, 0.12% active. AID 493244, 2011;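 active = inhibition above the mean inhibition of all tested compounds plus 3 SD, cut at about 17% in these data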;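 note: assay run at fixed EC70 calcium of 1.6 mM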
OPRM1-OPRD1 ag = agonists of OPRM1-OPRD1 heterodimerization, primary screen, cell-based, luminescence. Mu-type opioid receptor (Homo sapiens) + Delta-type opioid receptor (Homo sapiens), …. cells. activation, % at 9.3 µM. 340,000 tested, 0.3% active. AID 504326, 2011; in the data active = activation above about 18%;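 note: 0% = vehicle-treated cells and 100% = reference agonist; values of inactives mirror those of a sister screen read the other way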
Target sequence (P35372 whole entry, looked up): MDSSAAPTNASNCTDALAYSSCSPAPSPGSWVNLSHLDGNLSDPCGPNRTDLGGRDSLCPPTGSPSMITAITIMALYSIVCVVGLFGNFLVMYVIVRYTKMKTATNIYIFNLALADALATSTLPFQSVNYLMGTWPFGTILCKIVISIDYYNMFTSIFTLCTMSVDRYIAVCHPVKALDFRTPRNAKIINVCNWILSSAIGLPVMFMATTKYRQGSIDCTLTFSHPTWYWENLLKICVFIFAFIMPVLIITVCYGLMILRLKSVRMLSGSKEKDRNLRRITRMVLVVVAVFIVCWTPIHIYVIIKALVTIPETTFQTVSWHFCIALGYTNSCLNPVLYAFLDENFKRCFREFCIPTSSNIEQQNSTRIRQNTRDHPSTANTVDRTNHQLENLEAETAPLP
Target sequence (P41143 whole entry, looked up): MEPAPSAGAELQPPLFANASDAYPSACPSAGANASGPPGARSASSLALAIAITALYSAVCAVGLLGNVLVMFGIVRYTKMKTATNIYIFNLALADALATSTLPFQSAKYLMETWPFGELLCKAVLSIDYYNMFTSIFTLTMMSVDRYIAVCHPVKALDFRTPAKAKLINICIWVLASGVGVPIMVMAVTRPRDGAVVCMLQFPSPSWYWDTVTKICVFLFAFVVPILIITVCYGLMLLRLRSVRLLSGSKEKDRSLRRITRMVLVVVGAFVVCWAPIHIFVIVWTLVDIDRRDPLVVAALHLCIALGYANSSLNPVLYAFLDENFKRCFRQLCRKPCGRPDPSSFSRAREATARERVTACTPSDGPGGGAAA
Keap1 Nrf2 FP = Keap1-Nrf2 protein-protein interaction inhibitors, primary screen, biochemical, fluorescence polarization, single point; AID 504523, 2011; inhibition, % at 9.4 µM; Keap1 Kelch-Nrf2 peptide fluorescence polarization, 1536-well; Kelch-like ECH-associated protein 1 (Homo sapiens), Q14145; 340,000 tested, 0.15% active; in the data active = inhibition above about 12%;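 note: human Keap1 Kelch domain with fluorescein labeled Nrf2 9mer peptide probe; 0% = neutral control wells and 100% = peptide positive control; higher means more block of Keap1 binding to Nrf2 peptide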
HTR5A inv ctr = HTR5A inverse agonists in luminescence cell assay, primary screen, counter-screen for OPRM1-OPRD1 heterodimer inverse agonist project, full-deck HTS | HTR5A cell line, inverse agonism | inhibition, % at 9.3 µM | 340,000 tested, 0.083% active; in the data active = inhibition mostly above about 23%, no sharp cut-off; inactive = mostly below about 18%;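 note: 0% = cells with DMSO and 100% = no-cell wells with DMSO; some compounds called inactive have numbers as strong as hits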
HTR5A ag = HTR5A agonists in luminescence cell assay, primary screen, counter-screen for OPRM1-OPRD1 heterodimer agonist project, full-deck HTS | cell-based | activation, % at 9.3 µM | 340,000 tested, 0.61% active | AID 504692, 2011; in the data active = activation mostly above about 9.5%, no sharp cut-off; inactive = mostly below about 7.6%;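 note: 0% = cells with vehicle only and 100% = reference agonist; strong numbers were not always called active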
V-ATPase pHluor = regulators of yeast V-ATPase proton pumping, primary screen, pHLuorin cytosolic pH fluorescence; S. cerevisiae; response, % at 10 µM; 350,000 tested, 0.37% active; in the data active = response mostly above about 7.3%, no sharp cut-off; inactive = mostly below about 5.4%; note: actives read high; inactives centre near 0; some compounds called inactive have numbers as strong as hits; reference of the scale not given here
CAL-PDZ inh HTS = untagged CAL PDZ binding inhibitors, primary screen, biochemical, fluorescence polarization, HTS; Golgi-associated PDZ and coiled-coil motif-containing protein (Homo sapiens), Q9HD26; purified CAL PDZ, TMR-peptide fluorescence polarization, 1 h; inhibition, % at 24.9 µM; 300,000 tested, 0.92% active;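 active = mean inhibition of at least 30% with at least half of replicates also reaching 30%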;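 note: 0% = DMSO neutral control and 100% = excess unlabeled competitor peptide PRC23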
LANA DNA inh = inhibitors of KSHV C-LANA binding to DNA, primary screen, biochemical, fluorescence polarization, FAM-LBS DNA, MBP-C-LANA, single point. AID 504423, 2011. Kaposi's sarcoma herpesvirus LANA C-terminal domain (residues 932-1162) DNA binding. 340,000 tested, 0.078% active. inhibition, % at 9 µM;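 active = highest replicate inhibition at or above 60% at 9 µM, even if other replicates fall short; inactive = all replicates below 60% inhibition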;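 note: 0% = neutral control wells and 100% = 4 µM acridine orange control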
RTF Ca sens act = cardiac RTF calcium sensitivity activators, primary screen, biochemical, IANBD-TnC fluorescence, EC20 calcium; IANBD-labeled TnC RTF fluorescence at EC20 calcium; 0% EC20 calcium, 100% full calcium; AID 493008, 2010; 340,000 tested, 0.24% active; activation, % at 7.2 µM;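 active = activation above the mean over all tested compounds plus 3 SD, cut at about 30% in these data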;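 note: rise in fluorescence read as greater calcium sensitivity of cardiac thin filaments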
MOR-DOR inv ag = inverse agonists of MOR-DOR heterodimerization, primary screen, cell-based, luminescence. inhibition, % at 9.3 µM. 340,000 tested, 0.21% active. Mu-type opioid receptor (Homo sapiens) + Delta-type opioid receptor (Homo sapiens), …. cell-based MOR-DOR heterodimer luminescence, inverse agonism. AID 504357, 2011; in the data active = inhibition above about 22%, passing the limit was not always enough;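 note: 0% = cells with DMSO and 100% = wells without cells with DMSO; values of inactives mirror those of a sister screen read the other way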
* hit, by the source's call.

`COc1ccc(-c2cc(=O)c3cc(OC)ccc3o2)cc1` gave Cardiac RTF inh 4, OPRM1-OPRD1 ag 0.6, Keap1 Nrf2 FP -4, HTR5A inv ctr 5, HTR5A ag -4, V-ATPase pHluor 4, CAL-PDZ inh HTS -1, LANA DNA inh 0.4, RTF Ca sens act -5 and MOR-DOR inv ag -3.
Screening O=C(c1ccccc1)c1cccc(NC(=O)c2ccc(Br)o2)c1 returned Cardiac RTF inh -9, OPRM1-OPRD1 ag -0.7, Keap1 Nrf2 FP 0, HTR5A inv ctr 2, HTR5A ag -3, V-ATPase pHluor 2, CAL-PDZ inh HTS -8, LANA DNA inh -1.0, RTF Ca sens act 1 and MOR-DOR inv ag 4.
For Nn1c(Nc2ccccc2)nc2sc3c(c2c1=O)CCC3 the results were Cardiac RTF inh 15, OPRM1-OPRD1 ag 1.8, Keap1 Nrf2 FP -5, HTR5A inv ctr 0, HTR5A ag 0, V-ATPase pHluor -1, CAL-PDZ inh HTS -4, LANA DNA inh 1.6, RTF Ca sens act -8 and MOR-DOR inv ag -10.
Screening COc1ccc(S(=O)(=O)Nc2c(C)c(C)cc3c2ncn3C)cc1 returned Cardiac RTF inh 1, OPRM1-OPRD1 ag 0.2, Keap1 Nrf2 FP -1, HTR5A inv ctr 21, HTR5A ag -8, V-ATPase pHluor 2, CAL-PDZ inh HTS 0, LANA DNA inh -0.2, RTF Ca sens act -3 and MOR-DOR inv ag -2.
Screening CNS(=O)(=O)c1cccc(C(=O)OCC(=O)N2CCN(C(=O)c3ccco3)CC2)c1 returned Cardiac RTF inh 2, OPRM1-OPRD1 ag -3.0, Keap1 Nrf2 FP -2, HTR5A inv ctr 5, HTR5A ag -2, V-ATPase pHluor 4, CAL-PDZ inh HTS -1, LANA DNA inh -1.8, RTF Ca sens act 2 and MOR-DOR inv ag 12.
For O=S(=O)(c1ccccc1)N1CCN(C/C=C/c2ccccc2)CC1 the results were Cardiac RTF inh 3, OPRM1-OPRD1 ag 0.5, Keap1 Nrf2 FP 5, HTR5A inv ctr 7, HTR5A ag 3, V-ATPase pHluor 3, CAL-PDZ inh HTS -3, LANA DNA inh 0.2, RTF Ca sens act -5 and MOR-DOR inv ag -3.
For CCn1c(C)nc2cc(C(=O)N/N=C/c3ccc(OC)c(O)c3)ccc21 the results were Cardiac RTF inh -2, OPRM1-OPRD1 ag 0.1, Keap1 Nrf2 FP -1, HTR5A inv ctr -27, HTR5A ag 14*, V-ATPase pHluor 0, CAL-PDZ inh HTS -3, LANA DNA inh 0.4, RTF Ca sens act 4 and MOR-DOR inv ag -1.
For CCCCCCC1C(C#N)=C(N)OC2=C1C(=O)CC(C)(C)C2 (configuration not stated) the results were Cardiac RTF inh 1, OPRM1-OPRD1 ag 4.2, Keap1 Nrf2 FP -4, HTR5A inv ctr -12, HTR5A ag 5, V-ATPase pHluor -3, LANA DNA inh 1.0, RTF Ca sens act -1 and MOR-DOR inv ag -24.
For CC1CN(c2nc3ccccn3c(=O)c2/C=C(\C#N)C(=O)N2CCOCC2)CC(C)O1 (configuration not stated) the results were Cardiac RTF inh -10, OPRM1-OPRD1 ag -0.6, Keap1 Nrf2 FP -3, HTR5A inv ctr -26, HTR5A ag -3, V-ATPase pHluor 4, CAL-PDZ inh HTS 2, LANA DNA inh -0.9, RTF Ca sens act 11 and MOR-DOR inv ag 3.
Screening CCOc1ccc(-n2c(=O)c3c4c(sc3n(CC(=O)NCC3CCCO3)c2=O)CCCC4)cc1 (configuration not stated) returned Cardiac RTF inh -4, OPRM1-OPRD1 ag -1.4, Keap1 Nrf2 FP -2, HTR5A inv ctr -24, HTR5A ag -2, V-ATPase pHluor -4, CAL-PDZ inh HTS 0, LANA DNA inh -1.3, RTF Ca sens act -1 and MOR-DOR inv ag 7.
Cc1ccc(SCCCCN2C(=O)NC(C)(C)C2=O)cc1 was read as Cardiac RTF inh -1, OPRM1-OPRD1 ag 1.6, Keap1 Nrf2 FP -3, HTR5A inv ctr -5, HTR5A ag 2, V-ATPase pHluor 0, CAL-PDZ inh HTS -2, LANA DNA inh 1.9, RTF Ca sens act 2 and MOR-DOR inv ag -10.
Screening COc1ccc(CCN=C(N)NS(=O)(=O)c2ccc(F)cc2)cc1OC returned Cardiac RTF inh -1, OPRM1-OPRD1 ag -2.7, Keap1 Nrf2 FP -2, HTR5A inv ctr -14, HTR5A ag 1, V-ATPase pHluor 0, CAL-PDZ inh HTS -6, LANA DNA inh 0.3, RTF Ca sens act -2 and MOR-DOR inv ag 15.
Screening Cn1cc(/C=C(\NC(=O)c2ccccc2Cl)C(=O)NCCCN2CCOCC2)c2ccccc21 returned Cardiac RTF inh -3, OPRM1-OPRD1 ag -0.8, Keap1 Nrf2 FP -2, HTR5A inv ctr 18, HTR5A ag 3, V-ATPase pHluor 0, CAL-PDZ inh HTS 5, LANA DNA inh -0.8, RTF Ca sens act 5 and MOR-DOR inv ag 4.
`CC1(C)CC(=O)NC=C(c2ccccc2)C1` gave Cardiac RTF inh 4, OPRM1-OPRD1 ag -1.3, Keap1 Nrf2 FP -4, HTR5A inv ctr -2, HTR5A ag -2, V-ATPase pHluor -3, CAL-PDZ inh HTS -1, LANA DNA inh 0.1, RTF Ca sens act 2 and MOR-DOR inv ag 8.
Screening COc1ccccc1NC(=O)CSc1nnc(COc2ccc(Cl)cc2)n1Cc1ccco1 returned Cardiac RTF inh -8, OPRM1-OPRD1 ag 3.5, Keap1 Nrf2 FP -2, HTR5A inv ctr 0, HTR5A ag 0, V-ATPase pHluor -1, CAL-PDZ inh HTS -4, LANA DNA inh 0.2, RTF Ca sens act 1 and MOR-DOR inv ag -18.
`CCOCCOC(=O)C1=C(C)NC2=C(C(=O)CC(c3cccs3)C2)C1c1ccsc1` (configuration not stated) gave Cardiac RTF inh 3, OPRM1-OPRD1 ag -4.9, Keap1 Nrf2 FP 0, HTR5A inv ctr 20, HTR5A ag -8, V-ATPase pHluor 0, CAL-PDZ inh HTS -4, LANA DNA inh 1.1, RTF Ca sens act -10 and MOR-DOR inv ag 27.
CCOC(=O)COn1c(SCC(=O)OCC)nc2ccccc2c1=O was read as Cardiac RTF inh -6, OPRM1-OPRD1 ag -1.3, Keap1 Nrf2 FP -2, HTR5A inv ctr 10, HTR5A ag 2, V-ATPase pHluor 0, CAL-PDZ inh HTS -3, LANA DNA inh 0.8, RTF Ca sens act -4 and MOR-DOR inv ag 7.
`N=c1c2c3c(sc2ncn1N)CCC3` gave Cardiac RTF inh -1, OPRM1-OPRD1 ag -2.1, Keap1 Nrf2 FP 1, HTR5A inv ctr -6, HTR5A ag 2, V-ATPase pHluor -3, LANA DNA inh -0.2, RTF Ca sens act 0 and MOR-DOR inv ag 11.
CC(=O)c1ccc(N(CC(=O)Nc2cc(C)on2)S(=O)(=O)c2ccc(C)cc2)cc1 was read as Cardiac RTF inh 10, OPRM1-OPRD1 ag -2.4, Keap1 Nrf2 FP 4, HTR5A inv ctr 6, HTR5A ag -2, V-ATPase pHluor 3, LANA DNA inh 0.1, RTF Ca sens act -6 and MOR-DOR inv ag 12.
`COc1ccc(S(=O)(=O)c2c(O)c3ccc(C(=O)Nc4cccc(F)c4)cc3[nH]c2=O)cc1` gave Cardiac RTF inh -5, OPRM1-OPRD1 ag -2.3, Keap1 Nrf2 FP 2, HTR5A inv ctr -4, HTR5A ag 4, V-ATPase pHluor -1, CAL-PDZ inh HTS -19, LANA DNA inh -0.7, RTF Ca sens act -6 and MOR-DOR inv ag 12.
Screening O=C(NCc1ccccc1F)C1CCCN1C(=O)NCc1ccccc1 (configuration not stated) returned Cardiac RTF inh 2, OPRM1-OPRD1 ag -0.8, Keap1 Nrf2 FP 0, HTR5A inv ctr 15, HTR5A ag -5, V-ATPase pHluor 1, CAL-PDZ inh HTS 5, LANA DNA inh 0.7, RTF Ca sens act -2 and MOR-DOR inv ag 5.
Screening COc1cc(CNc2ccc3[nH]c(=O)[nH]c3c2)cc(Cl)c1OCC(=O)NC(C)(C)C returned Cardiac RTF inh -12, OPRM1-OPRD1 ag 2.8, Keap1 Nrf2 FP 7, HTR5A inv ctr 8, HTR5A ag -2, V-ATPase pHluor 0, LANA DNA inh -0.3, RTF Ca sens act -6 and MOR-DOR inv ag -15.
Screening N#Cc1ccc(-c2ccc(OCC(=O)NCCCN3CCCC3=O)cc2)cc1 returned Cardiac RTF inh 2, OPRM1-OPRD1 ag -1.1, Keap1 Nrf2 FP 1, HTR5A inv ctr 4, HTR5A ag -2, V-ATPase pHluor -2, CAL-PDZ inh HTS -1, LANA DNA inh 0.6, RTF Ca sens act -5 and MOR-DOR inv ag 5.
`O=C(CSc1ncnc2sc3c(c12)CCC3)N1CCOCC1` gave Cardiac RTF inh -1, OPRM1-OPRD1 ag -0.4, Keap1 Nrf2 FP -7, HTR5A inv ctr 13, HTR5A ag -5, V-ATPase pHluor 1, LANA DNA inh 1.1, RTF Ca sens act -5 and MOR-DOR inv ag 3.
CC(=O)c1c(C)oc2ccc(NS(=O)(=O)c3ccccc3)cc12 was read as Cardiac RTF inh -17, OPRM1-OPRD1 ag 1.5, Keap1 Nrf2 FP 1, HTR5A inv ctr 7, HTR5A ag -3, V-ATPase pHluor 0, LANA DNA inh 2.4, RTF Ca sens act -2 and MOR-DOR inv ag -10.
Cc1[nH]c2ccccc2c1/C=N\NC(=O)c1ccco1 was read as Cardiac RTF inh -5, OPRM1-OPRD1 ag 1.6, Keap1 Nrf2 FP -1, HTR5A inv ctr -10, HTR5A ag -4, V-ATPase pHluor -4, CAL-PDZ inh HTS 0, LANA DNA inh -2.4, RTF Ca sens act -2 and MOR-DOR inv ag -5.
For O=C(Oc1ccccc1)N1CCN(c2ccccc2F)CC1 the results were Cardiac RTF inh -5, OPRM1-OPRD1 ag -3.3, Keap1 Nrf2 FP -3, HTR5A inv ctr -6, HTR5A ag 2, V-ATPase pHluor 3, CAL-PDZ inh HTS -5, LANA DNA inh -2.3, RTF Ca sens act -6 and MOR-DOR inv ag 15.
For Cc1cccc(N2CCN(C(=O)C3CCC(=O)N(C4CC4)C3)CC2)c1C (configuration not stated) the results were Cardiac RTF inh 4, OPRM1-OPRD1 ag -2.5, Keap1 Nrf2 FP 1, HTR5A inv ctr -4, HTR5A ag 0, V-ATPase pHluor 1, CAL-PDZ inh HTS -4, LANA DNA inh 1.4, RTF Ca sens act 3 and MOR-DOR inv ag 13.
